# Assay outcomes from PubChem BioAssay.
# GPR151 ag – activators of human GPR151, primary screen, cell-based, PathHunter beta-arrestin, luminescence | PathHunter beta-arrestin GPR151 cells | 650,000 compounds, 1% hits | activation, % at 11.2 µM | G-protein coupled receptor 151 (Homo sapiens), Q8TDV0; in the data active = activation above about 4.9%;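 note: 0% = median of compound wells and 100% = cells with positive control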
# Target sequence (Q8TDV0 whole entry, looked up): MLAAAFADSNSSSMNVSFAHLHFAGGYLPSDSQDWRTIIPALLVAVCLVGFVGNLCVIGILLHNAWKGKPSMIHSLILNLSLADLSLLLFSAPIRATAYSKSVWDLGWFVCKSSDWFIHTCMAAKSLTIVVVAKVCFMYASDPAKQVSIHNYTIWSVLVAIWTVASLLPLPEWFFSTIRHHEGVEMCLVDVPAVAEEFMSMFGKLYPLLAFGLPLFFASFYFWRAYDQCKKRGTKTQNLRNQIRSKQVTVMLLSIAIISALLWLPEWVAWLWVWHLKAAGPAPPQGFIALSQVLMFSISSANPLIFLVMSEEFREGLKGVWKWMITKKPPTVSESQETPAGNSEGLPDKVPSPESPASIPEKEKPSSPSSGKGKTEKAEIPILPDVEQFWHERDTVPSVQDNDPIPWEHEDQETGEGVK
# FBW7 activator – FBW7 E3 ligase activators, primary screen, biochemical, AlphaScreen, human; F-box/WD repeat-containing protein 7 (Homo sapiens), Q969H0; AlphaScreen FBW7–phospho-cyclin E peptide binding, activator screen; normalized activity (activation), % at 26.1 µM; 650,000 compounds, 0.13% hits; AID 1259310, 2017; in the data active = normalized activity above about 1.9%;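 note: purified mutant Fbw7 with reduced substrate affinity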
# MITF inh – MITF inhibitors, primary screen, biochemical, AlphaScreen, human; 650,000 compounds, 0.91% hits; AID 1259374, 2018; AlphaScreen MITF homodimerization, bead proximity signal; inhibition, % at 2.6 µM; Microphthalmia-associated transcription factor (Homo sapiens), O75030; in the data active = inhibition above about 50%;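 note: 0% = vehicle wells with protein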
# Target sequence (O75030 whole entry, looked up): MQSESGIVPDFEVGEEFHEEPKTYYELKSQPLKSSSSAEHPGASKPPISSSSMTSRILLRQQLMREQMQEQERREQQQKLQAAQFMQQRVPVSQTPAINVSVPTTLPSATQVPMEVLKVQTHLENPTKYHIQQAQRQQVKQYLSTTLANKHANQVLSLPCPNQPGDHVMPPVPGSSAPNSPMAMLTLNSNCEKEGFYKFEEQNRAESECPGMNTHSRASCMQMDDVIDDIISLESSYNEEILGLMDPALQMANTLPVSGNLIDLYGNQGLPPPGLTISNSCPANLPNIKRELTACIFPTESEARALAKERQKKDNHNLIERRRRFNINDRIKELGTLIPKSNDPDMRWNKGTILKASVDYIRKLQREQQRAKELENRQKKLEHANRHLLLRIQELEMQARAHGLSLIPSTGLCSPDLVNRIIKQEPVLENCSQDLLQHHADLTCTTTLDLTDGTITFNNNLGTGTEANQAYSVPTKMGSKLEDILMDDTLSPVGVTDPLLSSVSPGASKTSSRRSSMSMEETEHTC
# TEAD-YAP inh – TEAD-YAP interaction inhibition, primary screen, TEAD-YAP interaction inhibitor project, luminescence, HEK-TIYL cells; TEAD-Gal4/YAP UAS-luciferase luminescence; inhibition, % at 9.12 µM; 640,000 compounds, 1.4% hits; AID 1259422, 2018; in the data active = inhibition above about 32%;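 note: 0% = median of test compound wells and 100% = reference inhibitor wells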
# Numbers without * were called inactive; · = no result given.
# Below each compound: GPR151 ag	FBW7 activator	MITF inh	TEAD-YAP inh
> Cc1nc2ccc(C(=O)N3CCC4(CC3)Nc3ccccc3-n3cccc34)cc2nc1C
  -0.8	-0.1	24	-6
> Nc1cccc(-c2nc(NCCCN3CCCC3=O)c3ncn(C4CCCCC4)c3n2)c1
  -0.7	-0.3	-2	8
> COc1ccc(-n2c(=S)[nH]c3cc(C(=O)NCc4ccc5c(c4)OCO5)ccc3c2=O)c(OC)c1
  1.9	0.0	3	7
> COc1cc(/C=N/NC(=O)COc2cccc(C)c2)ccc1OC(=O)c1ccco1
  -1.0	0.0	-10	-16
> CCOC(=O)Cn1c(=O)c2c(nc(Br)n2Cc2ccccc2)n(C)c1=O
  0.3	0.0	3	-6
> CN(CCO)c1cc(N2CCN(c3ccc(F)cc3)CC2)c2nonc2c1[N+](=O)[O-]
  1.4	0.0	12	2
> CCC(CC)CN1CCC2(CCC(CNC(=O)c3ccccc3)O2)CC1 (centres undefined)
  2.1	-0.1	7	0
> COCCN(C1CCN(CCc2cccs2)CC1)S(C)(=O)=O
  0.6	0.2	-7	11
> N#C/C(C(=O)Nc1ccc(Cl)cc1)=C1/SCC(=O)N1c1ccccc1
  1.9	0.1	0	6
> CC(Oc1ccccc1)C(=O)Nc1cccc(Br)c1 (centres undefined)
  1.4	-0.4	-14	-6
> CCOC(=O)c1c(NC=O)sc2c1CCC/C2=N\O
  0.1	0.1	9	4
> O=C(N/N=C/c1cccc([N+](=O)[O-])c1)c1cc(-c2ccc(Br)s2)[nH]n1
  0.1	-0.1	-12	-4
> Cc1cc(F)ccc1NCc1ccco1
  0.1	-0.3	22	-3
> COCCNC(=O)Cn1cc(/C=C(\C#N)C(=O)NCc2ccccc2)c2ccccc21
  3.1	-0.1	18	0
> COc1ccc(/C=N/Nc2nnc(Cc3ccccc3)c(=O)[nH]2)cc1OC
  -0.1	0.0	15	4

# Single entries from the entries so far:
# For GPR151 ag, CN(CCO)c1cc(N2CCN(c3ccc(F)cc3)CC2)c2nonc2c1[N+](=O)[O-] has 1.4
# For FBW7 activator, CC(Oc1ccccc1)C(=O)Nc1cccc(Br)c1 (centres undefined) has -0.4

# Carrying on:
# Below each compound: GPR151 ag	FBW7 activator	MITF inh	TEAD-YAP inh
> Cc1c(Cl)ccc(S(=O)(=O)NCc2cccnc2)c1Cl
  -0.8	0.2	16	-14
> CCOc1ccc(-n2ccnc(SCC(=O)Nc3cc(F)ccc3F)c2=O)cc1
  0.1	0.0	8	-1
> COc1ccccc1-n1c(SCC(=O)NC2CCCC2)nc2cccnc21
  -1.3	0.9	20	2
> COc1ccc(NS(=O)(=O)c2ccccc2C(F)(F)F)cc1Cl
  1.7	0.1	5	4
> COc1ccc(CCNC(=O)c2ccc(Cn3c(SCC(=O)NCc4ccco4)nc4cc5c(cc4c3=O)OCO5)cc2)cc1OC
  2.1	0.0	30	-11
> NC(=O)C1CCN(C(=O)Cn2cnc3sc4c(c3c2=O)CCCC4)CC1
  -1.7	0.0	0	9
> COc1ccc(-c2nc(SCC(=O)Nc3ccc4c(c3)OCO4)n[nH]2)cc1
  6.5*	-0.1	-3	-19
> Cc1cc(C)nc(SCC(=O)NC(c2ccccc2)c2ccccc2)n1
  2.4	0.2	12	-4
> COC(=O)C1=CN(c2ccc(F)c(F)c2)C=C(C(=O)OC)C1c1ccc([N+](=O)[O-])cc1
  -0.2	0.1	7	-1
> CC(=O)Nc1ccc(NC(=O)CSCc2ccccc2C)cc1
  0.1	-0.1	15	-2
> Nc1nc(Nc2ccc(N3CCOCC3)cc2)cc(Nc2ccncn2)n1
  -1.0	0.0	-3	4
> COc1ccc2nc(N3CCC(C(=O)NCCC(C)C)CC3)sc2c1
  1.1	0.1	5	-24
> COC(=O)Oc1ccc2sc(=O)oc2c1
  -0.2	-0.3	-2	1
> CC(C(=O)NCCn1nnn(-c2ccccc2)c1=O)n1nc2ccccc2n1 (centres undefined)
  0.4	-0.1	-4	-2
> Cn1c(C(=O)NCc2cccs2)cc2c(=O)[nH]c3ccccc3c21
  1.2	-0.1	-1	-4

# Going on with the list:
# Below each compound: GPR151 ag	FBW7 activator	MITF inh	TEAD-YAP inh
> NCCNC(=O)c1nonc1N
  0.2	-0.3	-3	-9
> O=C(/C=C/c1ccccc1)Nc1ncnc2c1CCC2
  -1.9	0.8	28	-32
> O=C(NCCN1CCOCC1)c1cc(-c2cccc(O)c2)on1
  -0.8	0.7	6	-9
> COc1ccc2cc(/C=N/NC(=O)c3c(C)nnn3-c3nonc3N)ccc2c1
  -0.5	0.4	-11	6
> CC(C)(C)C1CCc2c(sc3c2C(=O)NC(c2cc(Br)cc(Br)c2O)N3)C1 (centres undefined)
  -1.5	0.6	-9	-11
> CC(NCC(O)COc1c(F)cc(Br)cc1F)c1ccccc1 (centres undefined)
  2.3	0.1	-10	-2
> Cc1cc(C)n(CCNC(=O)CCCc2ccccc2)n1
  -1.8	0.1	-7	-16
> Cc1ccc(C)c2[nH]c(=O)c(CN(CCO)S(=O)(=O)c3ccc(F)cc3)cc12
  -1.0	0.0	-9	-3
> CSCCCNC(=S)NC1CCSc2ccccc21 (centres undefined)
  0.2	-0.2	3	4
> Cc1ccc(CN2CCN(Cc3ccncc3)CC2CCO)cc1 (centres undefined)
  -0.4	0.2	0	-8
> COc1cc(C=O)cc(I)c1OCc1ccccc1[N+](=O)[O-]
  1.4	0.7	5	-1
> CCC(C)C(=O)Nc1nnc(Cc2ccccc2)s1 (centres undefined)
  0.4	0.3	4	0
> COc1cccc(C2=Nn3c(Cc4ccc(Cl)cc4)nnc3SC2)c1
  -1.4	0.1	2	-4
> CCCCCCCC(=O)Nc1ccc(C(=O)OCCC)cc1
  -0.6	0.1	-4	-19
> CS(=O)(=O)N1CCN(C(=O)c2cccc(F)c2)CC1
  2.6	0.0	3	-5

# The listing continues:
# Below each compound: GPR151 ag	FBW7 activator	MITF inh	TEAD-YAP inh
> Cc1cccc(C(=O)Nc2ccccc2OCC(F)(F)C(F)F)c1
  -0.5	-0.1	7	-19
> CC(C)C(NS(=O)(=O)c1ccc(Cl)cc1)C(C)C
  0.1	0.7	22	8
> Cc1ccc(NC(=O)C2C3C=CC4(O3)C2C(=O)N(Cc2ccccc2Cl)C4C(=O)NC2CCCC(C)C2C)cc1C (centres undefined)
  -0.6	-0.2	-7	-7
> CC(=O)c1ccc(NC(=O)COC(=O)c2ccccc2Oc2ccccc2)cc1
  0.1	0.1	7	4
> COc1ccc(/C=c2/sc3nc(=O)c(Cc4ccccc4)nn3c2=O)cc1OC
  3.5	0.1	0	0
> CCNc1nc(NCCN(C(C)C)C(C)C)c2ncn(C(C)C)c2n1
  -1.8	0.0	0	15
> CCCCCCCC1(C)NC(=O)NC1=O (centres undefined)
  -0.5	-0.2	-9	5
> Cc1[nH]n(-c2ccc([N+](=O)[O-])cc2)c(=O)c1C=NC1CC1
  -7.7	-0.1	-10	-32
> CCOc1ccc2nc(N3CCCN(C(=O)Nc4ccc(OC)cc4)CC3)c(C#N)cc2c1
  -0.1	0.1	-12	-2
> COc1ccc(NC(=O)C2CCCN2S(=O)(=O)c2cccc3cccnc23)c(OC)c1 (centres undefined)
  0.3	0.2	-5	-16
> O=C(O)CCCN1C(=O)/C(=C/c2ccccc2[N+](=O)[O-])SC1=S
  -0.5	0.1	21	2
> CCOC(=O)c1cnc(SCC(=O)N(Cc2ccccc2)c2ccccc2)nc1N
  -1.4	0.8	-3	15
> CCOC(=O)C1Cc2ccccc2C(=O)O1 (centres undefined)
  0.2	0.0	3	7
> Cc1cccc(C)c1-n1c(C)cc(/C=N/NC(=O)CSc2ncccn2)c1C
  -0.8	0.6	17	8
> O=C(N1CCC(n2nc(-c3cccs3)oc2=O)CC1)C1(c2ccccc2)CC1
  -0.7	0.0	10	1

# Carrying on.
# Below each compound: GPR151 ag	FBW7 activator	MITF inh	TEAD-YAP inh
> CCCCN(C)C(=O)COc1cc(=O)n(C)c2ccccc12
  0.0	0.0	4	4
> CNC(=O)COC(=O)c1cc2c(s1)CCCC2
  -1.5	0.1	-5	1
> Cc1nc2c(c(=O)[nH]1)CCN(Cc1ccnc3ccccc13)C2
  0.2	0.0	5	-7
> Cc1cc2nn(-c3ccccc3)nc2cc1NC(=S)NC(=O)c1cc2ccccc2o1
  -1.5	0.1	12	-14
> COc1ccc(/C=C(/NC(=O)c2ccccc2)C(=O)O)c(OC)c1OC
  -0.6	0.2	-1	0
> CC[C@@H](c1ccccc1)n1c(=O)n2n(c1=O)[C@H]1[C@H](O)[C@@H]3O[C@@H]3/C(=N\OC[C@@H](O)COCc3ccco3)[C@H]1CC2
  -0.8	0.0	3	·
> O=C1OC(c2cccc3ccccc23)=N/C1=C/c1ccc([N+](=O)[O-])cc1
  1.7	0.5	14	2
> CC1=Nc2ccc(C)cc2N(Cc2ccccc2)C(=O)C1
  0.2	-0.1	6	9
> COc1ccc(C2CC(=O)C3=C(C2)NC(C)=C(C(=O)OCc2ccccc2)C3c2ccc(F)cc2)cc1 (centres undefined)
  -0.6	0.7	-2	28
> CCOC(=O)CCc1ccc2c(c1)NC(c1ccc([N+](=O)[O-])s1)O2 (centres undefined)
  0.0	0.5	11	4
> CCn1c2ccccc2n2c(=O)n(CC(=O)N(C)C3CCCCC3)nc12
  1.3	0.0	-3	-8
> O=C(CCCSCC(=O)Nc1ccccc1)NCCOc1ccccc1
  0.3	0.0	4	3
> CCOC(=O)c1ccc(N(CN2C(=O)c3ccc([N+](=O)[O-])cc3C2=O)C(C)=O)cc1
  -0.6	0.1	1	-2
> FC(F)(F)c1ccc(Cn2cnc3c(NCCOc4ccccc4)nc(Nc4nccc5ccccc45)nc32)cc1
  -1.1	0.2	0	8
> CCN(CC)c1ccc2cc(-c3c(O)c4ccccc4[nH]c3=O)c(=O)oc2c1
  -1.6	-0.1	-2	-5

# Later entries
# Below each compound: GPR151 ag	FBW7 activator	MITF inh	TEAD-YAP inh
> O=C(NCCCc1ccccc1)C1CCN(C(=O)N2CCOc3ccc(Cl)cc32)CC1
  3.6	0.1	6	8
> COc1cccc(/C=N/NC(=O)c2nnn(-c3nonc3N)c2CN(C)C)c1
  -0.2	-0.1	16	13
> N#CC(C#N)C(CC(=O)c1ccc(Br)cc1)c1cccs1 (centres undefined)
  -0.8	0.5	6	-25
> O=C1OC(c2cccc(I)c2)=N/C1=C\c1ccc(-c2cccc([N+](=O)[O-])c2)o1
  -0.7	0.1	18	3
> CCC(=O)N1c2ccc(S(=O)(=O)NC3CCCC3)cc2CC1C (centres undefined)
  -0.1	-0.1	-4	-11
> CCOc1ccccc1NC(=O)NCC1(CO)CC1
  1.4	0.3	9	8
> CCOC(=O)C1CCCCN1C1CCN(c2nc(C)c3ccc(OC)cc3n2)CC1 (centres undefined)
  1.0	0.0	13	5
> O=C(NCCc1ccccn1)C1CC12CCN(Cc1ccc(Oc3ncccn3)cc1)CC2 (centres undefined)
  2.2	0.0	-11	2
> Cc1ccc(-c2noc(C3CCCN(C(=O)C4CCCCC4)C3)n2)o1 (centres undefined)
  0.9	-0.2	2	-21
> Cc1cc(N2C(=O)C(O)=C(C(=O)c3cccs3)C2c2ccc(Cl)cc2)no1 (centres undefined)
  -1.2	0.2	1	-10
> COc1cc(CNC(C)(C)CO)ccc1OCC(=O)Nc1ccc(Br)cc1
  0.8	-0.2	-12	-6
> Cc1cc(NC(=O)CSc2n[nH]c(N)n2)ccc1Br
  -0.3	0.3	15	-6
> CN(C)c1ccc(/C=C2\SC(N3CCCCC3)=NC2=O)cc1
  -1.0	0.0	-2	28
> O=C(Cn1nc2ccccc2n1)N1CCOc2ccc(C(O)c3ccccn3)cc2C1 (centres undefined)
  1.4	0.1	16	-5
> CCOC(=O)c1c(NC(=O)c2ccc(C)cc2)sc(C(=O)Nc2ccccc2F)c1C
  1.7	-0.2	-1	4

# (continued)
# Below each compound: GPR151 ag	FBW7 activator	MITF inh	TEAD-YAP inh
> CN(/N=C/c1ccc(Br)cc1)C1=NS(=O)(=O)c2ccccc21
  2.1	0.1	-10	2
> Cc1ccc(OCC(=O)N=C2N=C3N=CC=CN3Cc3ccccc32)cc1
  -0.2	-0.1	-17	10
> O=C(/C=C/c1ccccc1)Nc1ccc(S(=O)(=O)NCCc2ccccc2)cc1
  2.7	-0.2	11	3
> COc1ccc(-c2cc(C(F)(F)F)n3ncc(C(=O)N4CCN(C(c5ccccc5)c5ccccc5)CC4)c3n2)cc1
  -0.1	0.1	3	-6
> CCc1c(C)nc(SCC(=O)Nc2ccc(Br)cc2)c(C#N)c1C
  0.5	0.1	-9	13
> O=c1c2sccc2n(Cc2cc(=O)n3ccccc3n2)c(=O)n1-c1cc(F)ccc1F
  -0.4	0.0	-20	-11
> O=C(Nc1ccc(NC(=O)c2ccccc2[N+](=O)[O-])cc1)c1cccs1
  3.0	-0.2	-20	-33
> COc1cc(C2CC(=O)Nc3c2ccc2ccccc32)ccc1OCCO (centres undefined)
  0.3	-0.1	-1	3

# Just FBW7 activator (five entries from above):
SMILES	FBW7 activator
CCc1c(C)nc(SCC(=O)Nc2ccc(Br)cc2)c(C#N)c1C	0.1
COc1cc(C2CC(=O)Nc3c2ccc2ccccc32)ccc1OCCO (centres undefined)	-0.1
CN(/N=C/c1ccc(Br)cc1)C1=NS(=O)(=O)c2ccccc21	0.1
O=C(/C=C/c1ccccc1)Nc1ccc(S(=O)(=O)NCCc2ccccc2)cc1	-0.2
O=c1c2sccc2n(Cc2cc(=O)n3ccccc3n2)c(=O)n1-c1cc(F)ccc1F	0.0
